Abeta yeast res = A-beta toxicity reversal in yeast | yeast expressing A-beta42, growth rescue, OD600, 48 h; response scale: 0% DMSO, 100% iron-clioquinol control | AID 1347071 | actives 0.063% (n = 410,000) | Potency, µM (doses to about 46.1 µM), for inactives: at the highest dose growth rescue, usual class: activators; further: potency means the concentration at half of the fitted maximal effect; nearly all actives have a fitted effect of over 55% in size
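Growth rescue measured by 600 nm absorbance after 48 h yeast culture at 30 C with compound. Values normalized between DMSO and an equimolar ferric chloride plus clioquinol control.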
CCT chaperon mod = changes cytosolic chaperonin activity; actives 0.3% (n = 360,000); AID 651819; purified chaperonin ATPase assay, HTRF ADP detection, 30 min; activity change, % (no concentration beside the values), hits read low; in the data active means activity change below about -30%; further: on the % scale 0 is the no-effect control and ±100 the full control effect
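We incubate TRiC, 40 or 20 nM final, with library compounds at 76 uM and 10 uM ATP for 30 min at 37 °C. ADP formed is detected with Transcreener HTRF reagents after 30 min at room temperature.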
HepG2 viability = kills HepG2 cells in TGF-b inhibitor counter-screen. HepG2 CAGA-GFP viability, ATP luminescence, 18 h. Potency, µM (series often up to 46.1 µM), for the others: top-dose activity change, negative = cytotoxicity, actives largely listed as cytotoxic. actives 0.76% (n = 410,000). AID 588856; further: potency means the concentration at half of the fitted maximal effect; some results filed as inactive show a strong effect at the top dose
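CellTiter-Glo luminescence gave cytotoxicity after 18 hours at 37 degrees C. The cells were HepG2 CAGA-GFP in 1% FBS DMEM, stimulated with 500 pg/mL TGF-beta after compound addition. %Activity was normalised to no-cell wells (complete cell-killing) and DMSO (no toxicity), and curves were fitted and classified.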
Nrf2 block = inhibitors of Nrf2 signaling; A549 ARE-Fluc reporter, luciferase luminescence, 18-24 h; Potency, µM (doses to about 46 µM), without a hit: at the highest dose activity change, negative = inhibition, most hits filed as inhibitors; actives 2.1% (n = 360,000); AID 504444; further: potency means the concentration at half of the fitted maximal effect; on the % scale 0 is the no-effect control and ±100 the full control effect; nearly all actives have a fitted effect of over 60% in size
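A549 ARE_Fluc cells, 5000/well, 5% FBS OPTI-MEM; compounds in dose-response, 18-24 h at 37 °C/5% CO2; CellTiter-Fluor viability read (Ex 405/Em 525), then BugLite luciferase luminescence = Nrf2 activity.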
Akt phos inh = Akt phosphorylation inhibition. Neuro2A IGF-stimulated pAkt S473 HTRF, 20 min; hits give low values. activity change, % for hits at 50 µM. actives 0.32% (n = 360,000); in the data active means activity change below about -80%; inconclusive means mostly about -51% to -80%; further: on the % scale 0 is the no-effect control and ±100 the full control effect
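Single-point screen (50 µM final compound) in Neuro2A cells stimulated 20 min with 6 nM IGF at 37 deg C. After lysis, Ser473-phosphorylated Akt read by HTRF (ex 330 nm, em 615/665 nm) as the 665/615 ratio.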
Nrf2 ARE act = activators of Nrf2 (ARE) signaling. actives 0.31% (n = 410,000). AREc32 ARE-luciferase reporter (MCF7-derived line), luminescence, 24 h. AID 624171. Potency, µM (highest dose often 46.1 µM), for inactives: at the top dose activation, most hits filed as activators; further: potency means the concentration at half of the fitted maximal effect; % of control where 0% means no effect; nearly all actives have a fitted effect of over 65% in size
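ARE activation measured as luciferase luminescence (Steady-Glo, 30 min RT) in AREc32_Fluc cells after 24 hr compound exposure at 37 deg C, 5% CO2; cells seeded overnight at 1000/well in OPTI-MEM, 5% FBS.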
TGFb inhibitor = inhibitors of TGF-b signaling. HepG2 CAGA-GFP TGF-b/SMAD3 reporter, GFP fluorescence, 18 h; TGF-beta stimulated, 500 pg/mL final. AID 588855. actives 1.2% (n = 410,000). Potency, µM (series often up to 46.1 µM), for the others: at the top dose activity, negative = inhibition, actives largely listed as inhibitors; further: potency means the concentration at half of the fitted maximal effect; on the % scale 0 is the no-effect control and ±100 the full control effect; nearly all actives have a fitted effect of over 65% in size
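HEPG2 CAGA-GFP reporter cells (1000/well, DMEM with 1% FBS) received compounds, then recombinant TGF-beta at 500 pg/mL final for 18 hours at 37 degrees C. Per-cell GFP summed per well was normalised to unstimulated and stimulated DMSO controls before curve fitting.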
MmCpn inh = inhibitors of Methanococcus maripaludis chaperonin (MmCpn) | purified Mm-Cpn ATPase, ADP Transcreener TR-FRET | actives 0.031% (n = 330,000) | Potency, µM (doses to about 76.9 µM), for inactives: top-dose activity, negative = inhibition, actives largely listed as inhibitors; further: potency means the concentration at half of the fitted maximal effect; on the % scale 0 is the no-effect control and ±100 the full control effect; nearly all actives have a fitted effect of over 80% in size
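Inhibition of chaperonin ATP hydrolysis is measured as reduced ADP production, detected by competitive TR-FRET in which signal falls with ADP. Final enzyme 25 nM and ATP 10 uM, reacted 30 min at 37°C.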
A549 tox = A549 cytotoxicity, counter-screen for Nrf2 inhibitors | A549 ARE-Fluc cells, CellTiter-Fluor viability, 18-24 h | Potency, µM (top dose mostly 46 µM), without a hit: top-dose activity change, negative = cytotoxicity, hits mostly inhibitors | actives 0.16% (n = 390,000) | AID 504648; further: potency means the concentration at half of the fitted maximal effect; on the % scale 0 is the no-effect control and ±100 the full control effect
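A549 ARE-Fluc cells in 5% FBS OPTI-MEM, 5000 cells/well, rested 2 h then exposed to compounds in concentration-response for 18-24 h at 37 °C. Viability by CellTiter-Fluor fluorescence (Ex 405/Em 525) after 30 min; luciferase luminescence (BugLite, 15 min, RT) read afterwards.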
Numbers without * were called inactive; [ ] = dose if it differs, or a comment. Unless noted, the call rests on the fitted dose curve; in most records, active means well fitted curve in the direction sought with a large enough effect; inconclusive means small, poorly fitted or top-dose-only effect, or another doubt; inactive means no such curve, though single readings can be large; an effect the other way counts as inactive or inconclusive. Rows are unselected; overall some 4.3% were active at least once.

What do the screens show for `O=C(CSc1ncnc2ccccc12)Nc1cc(S(=O)(=O)N2CCCCC2)ccc1Cl`?
Abeta yeast res: -2.1%; CCT chaperon mod: 1.9; HepG2 viability: 4.2%; Nrf2 block: -25.9%; Akt phos inh: inactive; Nrf2 ARE act: 1.4%; TGFb inhibitor: -1.4%; MmCpn inh: inconclusive; A549 tox: -1.6%

How did CCCN(CC1CC1)C(=O)COC(=O)c1ccc(C)cc1O do in these assays?
Abeta yeast res: 16.6%; CCT chaperon mod: -3.0; HepG2 viability: -7.3%; Nrf2 block: 0.0%; Akt phos inh: inactive; Nrf2 ARE act: 0.0%; TGFb inhibitor: 3.8%; MmCpn inh: 0.7%; A549 tox: -1.7%

Results for Cc1ccc2[nH]c3c(c2c1)CN(C(=O)CN1CCN(Cc2ccc4c(c2)OCO4)CC1)CC3 ?
Abeta yeast res: 22.6%; CCT chaperon mod: -2.8; HepG2 viability: -31.4%; Nrf2 block: -10.7%; Akt phos inh: inactive; Nrf2 ARE act: 6.3%; TGFb inhibitor: -5.9%; MmCpn inh: 0.5%; A549 tox: -12.1%

What do the screens show for `CCOC(=O)c1nn(-c2ccc(C)c(Cl)c2)c(=O)c(C#N)c1C`?
Abeta yeast res: -6.1%; CCT chaperon mod: -0.8; HepG2 viability: -4.9%; Nrf2 block: -10.5%; Akt phos inh: inactive; Nrf2 ARE act: 0.2%[9.22 µM]; TGFb inhibitor: -2.2%; MmCpn inh: -12.1%; A549 tox: -3.2%

What do the screens show for `COc1nc(-c2ccc(Cl)cc2)ccc1-c1noc(-c2ccco2)n1`?
Abeta yeast res: 21.8%; CCT chaperon mod: -1.5; HepG2 viability: -22.7%; Nrf2 block: 16.0%; Akt phos inh: inactive; Nrf2 ARE act: 7.3%; TGFb inhibitor: 27.2%; MmCpn inh: 2.0%; A549 tox: -2.4%

What do the screens show for `CCOc1ccccc1-n1c(SCC(=O)N2CCCC2)nnc1-c1ccc(O)cc1`?
Abeta yeast res: 4.3%; CCT chaperon mod: 0.4; HepG2 viability: -9.7%; Nrf2 block: 2.5%; Akt phos inh: inactive; Nrf2 ARE act: -0.6%; TGFb inhibitor: 2.9%; A549 tox: -7.3%

Results for CC1CCCN(S(=O)(=O)c2ccc(C(=O)Nc3nnc(-c4ccco4)o3)cc2)C1 (centres undefined) ?
Abeta yeast res: -4.0%; CCT chaperon mod: -2.6; HepG2 viability: -72.7%; Nrf2 block: 8.2µM*; Akt phos inh: inactive; Nrf2 ARE act: 3.0%; TGFb inhibitor: -18.3%; MmCpn inh: 0.6%; A549 tox: -18.3%

How did COc1cccc(/C=C/c2nc(C#N)c(NCCN(C)C)o2)c1 do in these assays?
Abeta yeast res: -11.7%; HepG2 viability: -7.9%; Nrf2 block: 12.2%; Nrf2 ARE act: 8.2%; TGFb inhibitor: -3.0%; A549 tox: 6.0%

Results for COc1cc2[nH]c(=O)n(Cc3ccc(C(=O)NC4CCCC4)cc3)c(=O)c2cc1OC ?
Abeta yeast res: 4.8%; CCT chaperon mod: -2.0; HepG2 viability: -18.4%; Nrf2 block: -15.0%; Akt phos inh: inactive; Nrf2 ARE act: -0.5%; TGFb inhibitor: -4.9%; MmCpn inh: 1.6%; A549 tox: -10.2%

Results for NC(=O)C(c1cccc(Cl)c1)c1ncc(C(F)(F)F)cc1Cl (centres undefined) ?
Abeta yeast res: 4.7%; CCT chaperon mod: -2.3; HepG2 viability: -33.3%; Nrf2 block: -7.1%; Akt phos inh: inactive; Nrf2 ARE act: -0.4%; TGFb inhibitor: 1.4%; MmCpn inh: -3.2%

What do the screens show for `CC(C)(C)NC(=O)COc1ccc(CNCc2cccnc2)cc1`?
Abeta yeast res: -15.1%; CCT chaperon mod: 0.5; HepG2 viability: -3.6%; Nrf2 block: inconclusive; Akt phos inh: inactive; Nrf2 ARE act: 0.4%; TGFb inhibitor: 9.8%; MmCpn inh: -1.0%; A549 tox: 0.2%

What do the screens show for `N#CCSc1nc2cc(C(=O)N3CCC(C(N)=O)CC3)ccc2c2nc3ccccc3n12`?
Abeta yeast res: 21.2%; CCT chaperon mod: 0.6; HepG2 viability: -5.7%; Nrf2 block: inconclusive; Akt phos inh: inactive; Nrf2 ARE act: 12.0%; TGFb inhibitor: -10.5%; MmCpn inh: 0.8%; A549 tox: -20.5%

What do the screens show for `CCOc1ccccc1N1CCN(C(=O)CC(C)(C)C)CC1`?
Abeta yeast res: -3.8%; CCT chaperon mod: 1.7; HepG2 viability: 7.2%; Nrf2 block: 6.3%; Akt phos inh: inactive; Nrf2 ARE act: 0.0%; TGFb inhibitor: 12.1%; MmCpn inh: 1.4%; A549 tox: 4.1%

Results for O=C(Cc1ccccc1)Nc1ccc(NC(=O)c2cccc(Cl)c2)cc1 ?
Abeta yeast res: -6.2%; CCT chaperon mod: 0.7; HepG2 viability: -1.2%; Nrf2 block: -12.2%; Akt phos inh: inactive; Nrf2 ARE act: 10.2%; TGFb inhibitor: 2.0%; MmCpn inh: -0.1%; A549 tox: -0.3%

What do the screens show for `CSc1ccc(CCNC(=O)C(C)n2nc(C)c3c(C)n(-c4ccccc4)nc3c2=O)cc1` (centres undefined)?
Abeta yeast res: 1.4%; HepG2 viability: -26.2%; Nrf2 block: -22.9%; Nrf2 ARE act: 4.2%; TGFb inhibitor: -19.0%; A549 tox: 0.8%

How did Cc1ccc(NC(=O)C2CCCN(S(=O)(=O)c3cccc4nsnc34)C2)cc1C (centres undefined) do in these assays?
Abeta yeast res: -3.3%; HepG2 viability: -23.7%; Nrf2 block: 7.0%; Nrf2 ARE act: 0.6%; TGFb inhibitor: -27.5%; A549 tox: 4.8%

What do the screens show for `COc1ccc(-c2oc(=O)c3cc(OC)c(OC)cc3c2-c2cc(F)cc(OC)c2)cc1`?
Abeta yeast res: 4.7%; CCT chaperon mod: -0.7; HepG2 viability: -11.7%; Nrf2 block: inconclusive; Akt phos inh: inactive; Nrf2 ARE act: 0.3%; TGFb inhibitor: 15.0%; MmCpn inh: -8.4%; A549 tox: -1.1%

Results for CC(C)[C@H](NC(=O)c1ccccc1)C(=O)OCC(=O)NCc1ccc(F)cc1 ?
Abeta yeast res: -4.7%; CCT chaperon mod: -3.8; HepG2 viability: 1.7%; Nrf2 block: inconclusive; Akt phos inh: inactive; Nrf2 ARE act: -0.5%; TGFb inhibitor: -2.4%; MmCpn inh: -1.3%; A549 tox: 0.9%

How did Cc1ccc(NC(=O)Cn2c(=O)n(CCC(C)C)c(=O)c3cccnc32)cc1C do in these assays?
Abeta yeast res: -18.3%; HepG2 viability: -16.0%; Nrf2 block: 9.1%; Nrf2 ARE act: -1.3%; TGFb inhibitor: inconclusive; A549 tox: 0.7%

How did C[C@@H]1CN([C@H](C)CO)C(=O)c2cc(NC(=O)Cc3cn(C)c4ccccc34)ccc2O[C@H]1CN(C)S(=O)(=O)c1ccc(F)cc1 do in these assays?
Abeta yeast res: -3.0%; CCT chaperon mod: -0.5; HepG2 viability: -3.0%; Nrf2 block: -26.2%; Akt phos inh: inactive; Nrf2 ARE act: 0.3%; TGFb inhibitor: -11.9%; MmCpn inh: -4.2%; A549 tox: -1.0%

The final 2 records of the section above are carried over, then new ones follow:
How did Cc1ccc(NC(=O)Cn2c(=O)n(CCC(C)C)c(=O)c3cccnc32)cc1C do in these assays?
Abeta yeast res: -18.3%; HepG2 viability: -16.0%; Nrf2 block: 9.1%; Nrf2 ARE act: -1.3%; TGFb inhibitor: inconclusive; A549 tox: 0.7%

How did C[C@@H]1CN([C@H](C)CO)C(=O)c2cc(NC(=O)Cc3cn(C)c4ccccc34)ccc2O[C@H]1CN(C)S(=O)(=O)c1ccc(F)cc1 do in these assays?
Abeta yeast res: -3.0%; CCT chaperon mod: -0.5; HepG2 viability: -3.0%; Nrf2 block: -26.2%; Akt phos inh: inactive; Nrf2 ARE act: 0.3%; TGFb inhibitor: -11.9%; MmCpn inh: -4.2%; A549 tox: -1.0%

What do the screens show for `COc1ccc([C@@H]2C[C@H]3[C@@H](CN2S(=O)(=O)c2ccccc2)C(=O)C[C@@H](c2cccc4ccccc24)N3S(=O)(=O)c2ccc(C)cc2)cc1`?
Abeta yeast res: 6.2%; CCT chaperon mod: 0.1; HepG2 viability: -1.1%; Akt phos inh: inactive; Nrf2 ARE act: 0.2%; TGFb inhibitor: 3.0%

Results for COc1cc(-c2ccc3oc(-c4ccsc4)cc3c2)cc(OC)c1OC ?
Abeta yeast res: 9.1%; CCT chaperon mod: 0.2; HepG2 viability: -1.6%; Nrf2 block: -19.1%; Akt phos inh: inactive; Nrf2 ARE act: 2.7%; TGFb inhibitor: -0.4%; A549 tox: -3.3%

What do the screens show for `N#Cc1c(-c2cccs2)cc(-c2cccs2)[nH]c1=O`?
Abeta yeast res: 0.8%; CCT chaperon mod: -4.5; HepG2 viability: -8.3%; Nrf2 block: -23.3%; Akt phos inh: inactive; Nrf2 ARE act: -0.3%; TGFb inhibitor: 4.9%; MmCpn inh: -4.1%; A549 tox: -14.7%

What do the screens show for `Cc1cc(=O)[nH]c2nnc(SCc3ccccc3F)n12`?
Abeta yeast res: -10.2%; HepG2 viability: -2.4%; Nrf2 ARE act: 0.4%; TGFb inhibitor: -9.4%; A549 tox: 0.5%

What do the screens show for `O=C(Cn1cnc2c(NCc3ccccc3)ncnc21)NCc1nc2ccccc2[nH]1`?
Abeta yeast res: 5.1%; CCT chaperon mod: 0.9; HepG2 viability: 5.3%; Nrf2 block: 21.4%; Akt phos inh: inactive; Nrf2 ARE act: 0.3%; TGFb inhibitor: 5.9%; MmCpn inh: -1.4%; A549 tox: -2.4%
